Source: PubChem
HIV RNase H inh: inhibitors of HIV-1 reverse transcriptase RNase H; inhibition, % at 10 µM; 1.9% of 65,000 active; RT-RNase H RNA/DNA duplex cleavage, fluorescence; P04585; in the data active means inhibition above about 50%
RmlCD inh mix: inhibitors of RmlC and RmlD coupled enzymes | RmlC/RmlD coupled enzyme inhibition, 384-well mixture HTS | inhibition, % at 5.5 µM | AID 1532 | 0.39% of 110,000 active; in the data active means inhibition above about 30%, passing the limit was not always enough; further: strong numbers were not always called active
Numbers without * were called inactive; x = no result given. These rows are one share of the data, so the mix of outcomes need not match the whole.

SMILES	HIV RNase H inh	RmlCD inh mix
Cc1ccc(N(C(C)C(=O)Nc2ccccc2C(=O)N2CCOCC2)S(C)(=O)=O)cc1C (centres undefined)	3	4
Cn1c(CNc2ccc(Cl)cc2)nnc1SCCN1CCCCC1	x	-8
O=C(CN1CCCC1)N1c2ccccc2Sc2ccc(C(F)(F)F)cc21	x	-4
Cc1cccc(NC(=O)N2CCC(c3nc4ccccc4o3)CC2)c1	-6	-12
CC(=O)Nc1cccc(Oc2ccc3c(c2)C(=O)N(CCC(=O)O)C3=O)c1	-3	6
CC(C)(C)NS(=O)(=O)CC12CCC(CC1=O)C2(C)C (centres undefined)	x	-2
COc1ccc2cc(CN(Cc3cccnc3)Cc3nnnn3Cc3ccccc3)c(=O)[nH]c2c1	-14	33*
CCOc1ccc(N(CC(N)=O)S(=O)(=O)c2ccc(F)cc2)cc1	-2	16
CCC(=O)N=C1SC2CS(=O)(=O)CC2N1c1cccc(OC)c1 (centres undefined)	-11	-5
Cc1ccccc1Cn1c([N+](=O)[O-])cnc1C	x	9
O=C(CSc1nnc(Cc2cccs2)n1CCc1ccccc1)N1CCCc2ccccc21	x	-4
C/C(=N\NS(=O)(=O)c1ccc(C)cc1)c1ccc(Br)s1	x	18
CCCCn1c(=NC(=O)c2ccc3c(c2)OCO3)c(C#N)cc2c(=O)n3cccc(C)c3nc21	31	-5
COc1ccc(-c2c(NC(=O)c3ccco3)n(C)c3ccccc3c2=O)cc1	x	9
O=S(=O)(c1ccc2oc3ccc(S(=O)(=O)N4CCCCC4)cc3c2c1)N1CCCCC1	x	15
O=C(NCc1cccc(Br)c1)C1CC(c2ccccc2[N+](=O)[O-])=NO1 (centres undefined)	x	10
CC1(C)CC(=O)C2=C(C1)OC(N)=C(C#N)C2C#Cc1ccccc1 (centres undefined)	60*	18
O=C1NC(=O)C(CC(=O)N(c2ccccc2)C2(C(=O)NC3CCCC3)CCCCC2)N1 (centres undefined)	-5	-12
COc1ccc(N(CC(=O)Nc2cc(C)on2)S(=O)(=O)c2cc(C)ccc2C)cc1	7	-7
c1ccc(CNc2c3c(nc4ncnn24)CCCC3)nc1	-13	-11

3 entries from above, sorted by SMILES length, rising:
SMILES	HIV RNase H inh	RmlCD inh mix
Cc1ccccc1Cn1c([N+](=O)[O-])cnc1C	x	9
CCC(=O)N=C1SC2CS(=O)(=O)CC2N1c1cccc(OC)c1 (centres undefined)	-11	-5
O=C(NCc1cccc(Br)c1)C1CC(c2ccccc2[N+](=O)[O-])=NO1 (centres undefined)	x	10

(more compounds)
SMILES	HIV RNase H inh	RmlCD inh mix
CC(C)=CCc1c(O)c(CC=C(C)C)c2c(c1O)C(=O)CC(c1ccc(O)cc1)O2 (centres undefined)	x	9
Cc1cc(C(=O)N[C@H](c2ccccc2)[C@@]2(C)C[C@@H]2[C@@H](C)C(=O)Nc2ccc3ccccc3c2)n(C)n1	x	6
[O-]/[N+](=C/c1ccc(F)cc1)c1ccc(Cl)cc1	x	-10
CC(C)(C)NC(=O)C(c1ccc(O)cc1)N(Cc1ccco1)C(=O)Cn1nnc(-c2cccs2)n1 (centres undefined)	x	19
COC(=O)c1c(C(=O)OC)n(CCCN)c2ccc(C)cc12	-2	7
CC1Cc2cc(/C(O)=C3\C(=O)C(=O)N(CCN4CCOCC4)C3c3ccccc3F)ccc2O1 (centres undefined)	-7	-4
Cc1cc(C)c2cc(CN(Cc3ccc4c(c3)OCO4)Cc3nnnn3Cc3ccco3)c(=O)[nH]c2c1	-6	x
CCCCC(c1nnnn1CC1CCCO1)N1CCN(c2cccc(C)c2C)CC1 (centres undefined)	2	-11
COc1ccc(CN2C(=O)[C@H]3Cc4c([nH]c5ccccc45)C(C)(C)N3C2=O)cc1	x	-12
COc1ccc(NC(=O)[C@H](CCS(C)(=O)=O)N2Cc3ccccc3C2=O)c(OC)c1	-1	3
CCCn1c2ccccc2c2nc3ccccc3nc21	-48	69
CC(=O)CSc1nnc(Cc2ccc3c(c2)OCO3)o1	x	-4
CCN(C(=O)COc1cc(=O)n(CC)c2ccccc12)c1cc(Cl)ccc1OC	-7	-28
COc1ccc(COC(=O)c2nc3nc(C)cc(C)n3n2)cc1F	-7	8
COC(=O)C1(C)Nc2ccccc2C(=O)N1c1ccccc1OC (centres undefined)	-2	x
Cc1ccc2nsnc2c1S(=O)(=O)N1CCN(Cc2ccc3c(c2)OCO3)CC1	-52	-17
Cc1cccc(C)c1NC(=S)NN(Cc1ccccc1)c1ccccc1	x	-12
COc1cc(Cl)c(C)cc1NC(=O)CNC(=O)Cn1cnc2ccccc2c1=O	x	11
Cc1ccc(-n2nc3c(c2NC(=O)c2ccc(Br)o2)CSC3)c(C)c1	21	5
Cc1cc(NC(=O)C2CCC2)n(-c2ccccn2)n1	-14	7

Pulled one by one from the entries so far (2):
SMILES	HIV RNase H inh	RmlCD inh mix
CC(=O)CSc1nnc(Cc2ccc3c(c2)OCO3)o1	x	-4
CCCn1c2ccccc2c2nc3ccccc3nc21	-48	69

Going on with the list:
SMILES	HIV RNase H inh	RmlCD inh mix
O=C(CN(c1ccc2c(c1)OCCO2)S(=O)(=O)c1ccccc1)NCc1ccco1	-9	-3
COC(=O)CSc1nnc(-c2ccccn2)n1Cc1ccco1	-19	x
Cc1ccc(-n2cnnn2)c(S(=O)(=O)N2CCOCC2)c1	-10	x
CS(=O)(=O)OCCCCOS(C)(=O)=O	x	-7
CN1C(=O)/C(=C/c2cccn2-c2ccc3ccccc3c2)C(=O)NC1=S	x	20
Cc1ccc(N2CC(C(=O)NCc3cccs3)CC2=O)cc1C (centres undefined)	x	9
C=C(Cl)COc1ccc2c(CCC)cc(=O)oc2c1	x	10
Cc1ccc(S(=O)(=O)N2CCC(C(N)=O)CC2)c(C)c1C	x	1
CCC1CCc2c(sc(NC(=O)CSc3nc(-c4ccco4)cc(C(F)(F)F)n3)c2C#N)C1 (centres undefined)	x	6
Cc1nc2nc(CCc3ccccc3)nn2c(C)c1Cl	x	-14
Cc1ccc(S(=O)(=O)Cc2ccc(C(=O)N3CCC4(CC3)OCCO4)o2)cc1	2	5
Cc1noc(C)c1S(=O)(=O)N1CCC2(CC1)OCCO2	-7	-6
Cc1ccc(CON=C2CCN(c3ncc(C(F)(F)F)cc3Cl)CC2)cc1	x	6
C/C(=C\c1ccccc1)CN1CCN(c2ccccc2F)CC1	x	-12
CN1CCN(C(=O)c2ccc3c(=O)n(Cc4ccco4)c(=S)[nH]c3c2)CC1	x	10
CCN(CCNC(=O)c1cc(C)nn1-c1ccccc1)c1ccccc1	-1	6
Nc1ccc(-c2nc3ccccc3[nH]2)cc1	-1	19
CCn1c(SCc2nc(-c3cccs3)no2)nnc1-c1c[nH]c2ccccc12	-49	x
Cc1nn(-c2ccccc2)c2sc(C(=O)OCn3nnc4ccccc4c3=O)cc12	14	x
Brc1cccc(-c2nnc(SCc3nc4ccccc4[nH]3)o2)c1	0	x

Compound profiles (already shown). Order of values: HIV RNase H inh	RmlCD inh mix
`CN1C(=O)/C(=C/c2cccn2-c2ccc3ccccc3c2)C(=O)NC1=S` is listed as x	20
`C=C(Cl)COc1ccc2c(CCC)cc(=O)oc2c1` is listed as x	10

Later entries:
SMILES	HIV RNase H inh	RmlCD inh mix
CCOC(=O)C1C(=O)C=C(c2ccc(OC)cc2)CC1c1ccco1 (centres undefined)	0	1
COC(=O)[C@@H]1C[C@H]2CC[C@H](O)C[C@H]2N1Cc1ccc(C(C)(C)C)cc1	x	-8
O=C(COC(=O)C1(c2ccc(F)cc2)CCCC1)NC1CC1	x	6
CCOc1ccc(C(=O)N/N=C/c2ccc(-c3ccc(S(=O)(=O)Nc4ncccn4)cc3)o2)cc1	x	21
CCn1c(=O)cc(SCC(=O)Nc2ccc3c(c2)OCCO3)c2ccccc21	-54	-12
CCOC(=O)C(CCCCCOc1ccc([N+](=O)[O-])cc1)C(=O)OCC	x	-6
Fc1cccc(CSc2ncnc3c2oc2ccccc23)c1	-2	1
Cc1ccc(C(=O)C(NC(=O)c2ccco2)Nc2sc3c(c2C(N)=O)CCCC3)cc1 (centres undefined)	x	7
CC(=O)Nc1nc2ccccc2n1CCOc1ccccc1Cl	-4	-14
O=c1cc(NCCCO)c2ccccc2o1	x	-10
O=C(CSCc1ccc([N+](=O)[O-])cc1)Nc1cccc(C(=O)Nc2ccccc2C(=O)O)c1	x	-4
COc1cccc(NC(=O)N2CCN(c3cccc(C)c3)C(C)C2)c1 (centres undefined)	-6	-10
CCOC(=O)C(C)n1nc(/C=C/c2ccccc2)ccc1=O (centres undefined)	x	3
COc1ccc(N2CCN(Cc3nc4c(c(=O)[nH]c(=O)n4C)n3Cc3cccc(Cl)c3)CC2)cc1	-29	8
COc1ccc(F)cc1S(=O)(=O)Nc1ccc2c(c1)OCO2	-16	-12
C=Cc1cccc(NC(=O)COc2ccccc2)c1	-23	9
CC(c1ccco1)N(Cc1ccco1)C(=O)Nc1ccccc1 (centres undefined)	-24	-5
Cc1ccc2cccc(S(=O)(=O)N3CCN(c4ccccc4F)CC3)c2n1	-2	-1
CN(CC(=O)Nc1ccc(C#N)cc1)Cc1ccc(Cl)cc1Cl	x	30
CC(NC(=O)NC12CC3CC(CC(C3)C1)C2)C1CCCO1 (centres undefined)	1	-14

A second format for 2 compounds above.
Each structure is followed by: HIV RNase H inh	RmlCD inh mix
> O=C(CSCc1ccc([N+](=O)[O-])cc1)Nc1cccc(C(=O)Nc2ccccc2C(=O)O)c1
→ x	-4
> COc1cccc(NC(=O)N2CCN(c3cccc(C)c3)C(C)C2)c1 (centres undefined)
→ -6	-10

Going on with the list.
SMILES	HIV RNase H inh	RmlCD inh mix
COc1ccc(-c2cc3nc(C)cc(N4CC(C)CC(C)C4)n3n2)cc1 (centres undefined)	x	5
COc1ccccc1CNC(=O)CCS(=O)(=O)c1ccc2c(c1)CCCN2C(C)=O	-7	-7
Cc1ccc(S(=O)(=O)CC(O)CN2CCCC2=O)cc1 (centres undefined)	x	1
COc1nc(OCCNC(=O)Nc2ccccc2)nc(N(C)C)n1	-27	-7
Cc1nc2ccc(S(=O)(=O)NC(CC(C)C)C(=O)O)cc2s1 (centres undefined)	-27	1
O=C(Cn1nnc(-c2ccccc2)n1)NCc1ccco1	x	8
C=CCn1c(CNC(=O)c2ccco2)nnc1SCC(=O)Nc1cccc(Br)c1	x	-10
Cc1ccc2cc3cc(C(=O)NCc4ccc5c(c4)OCO5)oc3nc2c1	33	x
O=C1NCCCC1C(=O)N/N=C/c1ccccc1 (centres undefined)	x	-186
Cc1sc2nc(SCC(=O)N(C)C)[nH]c(=O)c2c1C	-11	13
CCCNC(=O)N1CCC(C(=O)c2ccc(Cl)cc2)CC1	x	-14
COc1cccc(Cn2c(-c3cccs3)noc2=O)c1	-8	0
CC(=Nc1ccc2c(c1)CCC2)c1c(O)n(C2CCCCC2)c(=O)[nH]c1=O	-17	6
Cc1ccc2cc(C(c3nnnn3Cc3ccccc3)N3CCN(c4ccccc4)CC3)c(=O)[nH]c2c1 (centres undefined)	14	-2
COc1cc(NS(=O)(=O)c2ccccc2)ccc1-n1nc(C)cc1C	3	-3
C=CCNC(=S)NNC(=O)c1ccc(OCC(C)C)cc1	x	2
Cc1cc(-c2nnc3n2N=C(C(C)(C)C)CS3)n[nH]1	25	45
O=C(c1ccc(Br)s1)N1CCN(c2ncccn2)CC1	-10	10
CC1=CCC2C(=O)N(c3ccc(C)c(Br)c3)C(=O)C2C1 (centres undefined)	-3	8
CCOc1nnc(C)c2c(C)n(-c3cccc(OC)c3)nc12	x	-9
O=C(CCN1C(=O)CSC1=O)Nc1ccccc1	2	6
Cn1c(=O)c2c(ncn2CC(O)CO)n(C)c1=O (centres undefined)	-13	15
N[C@@H](CO)c1nnc([C@H](CC(=O)O)NC(=O)C2CCNCC2)o1	x	-15
CC(C)(C)c1ccc(C(=O)NNC(=O)c2ccccc2Br)cc1	x	-8
c1nc(NC2CCCCC2)c2[nH]cnc2n1	1	-7
CC1Oc2ccccc2C=C1C1/C(=C(/O)c2ccccc2)C(=O)C(=O)N1CCCN(C)C (centres undefined)	0	9
CC#CCN1c2ccccc2[C@]23C[C@@H](C(=O)OC)N(C(=O)NC(C)(C)C)C2=NC(C(=O)OC)=C(C(=O)OC)[C@H]13	x	3
C#CCN1C(=O)C2(C(C#N)=C(N)OC(C)=C2C(=O)OCc2ccccc2)c2ccccc21 (centres undefined)	4	8
CCC(=O)N1c2ccc(S(=O)(=O)CCC(=O)N3CCn4c3nc3ccccc34)cc2CC1C (centres undefined)	-14	-6
Nc1nonc1-c1nc2ccccc2n1CCC(=O)O	14	5
O=C(Nc1ccc2c(c1)CCC2)c1cc(S(=O)(=O)N2CCN(c3ccccc3)CC2)ccc1Cl	x	9
O=C(Cn1c(=O)oc2ccccc21)NC(=O)NCc1ccccc1	x	-7
O=C(Nc1cccnc1)Nc1ccc2c(c1)OCO2	-1	-5
Cc1oc(C(=O)Nc2ccc(O)cc2)cc1COc1ccccc1	-3	-9
CCOc1cccc(NC(=O)C2CCCN(S(=O)(=O)c3ccc(OC)cc3)C2)c1 (centres undefined)	2	30
O=C(C1CCN(S(=O)(=O)c2cccc3nsnc23)CC1)N1CC=C(c2ccccc2)CC1	-14	x
